# High-throughput results (PubChem BioAssay)
# CHOP inhibitor = blocks CHOP induction under ER stress | CHO-K1 CHOP-promoter luciferase, tunicamycin-induced, 15-18 h | inhibition, % at 10 µM | hit rate 3.8% among 220,000;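 active = compounds that reduced the stress-induced luciferase reporter signal by more than about 70% of percent inhibition, limit read from the data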;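 note: 0% = tunicamycin plus vehicle and 100% = wells without tunicamycin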
# PPC-1+TRAIL kill = PPC-1 cancer cell killing with TRAIL present; cell killing (% activity), % at 4 µM; PPC-1 cells + TRAIL, ATPLite viability luminescence; hit rate 0.41% among 220,000;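 active = cell killing above 50% in the first pass at 4 µM, then a duplicate retest at 5 µM averaging 50% or more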;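 note: plate controls were cells with TRAIL plus DMSO for no effect and medium-only wells lacking cells for full effect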
# TRPN1 ag = zebrafish TRPN1 (NompC) channel agonism; activation, % at 3 µM; HEK293 zebrafish TRPN1-YFP, Fluo-8 calcium fluorescence; 100% = response to 87 µM carbachol; hit rate 0.18% among 220,000;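 active = activation above its plate's cutoff, the mean activation of test wells on that plate plus 3 SD, cut at about 19% in these data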;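 note: 0% = DMSO alone and 100% = 87 µM carbachol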
#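 Assay system: Zebrafish TRPN1-YFP in HEK293 cells | Incubation: Dye loading 1 h at 37 °C, then 30 min room temperature | Measured by: Kinetic Fluo-8 fluorescence, ex 470-495, em 515-575 nm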
# RBBP9 inh = inhibitors of human serine hydrolase RBBP9. AID 1515. recombinant RBBP9, FP-Rh probe fluorescence polarization. inhibition, % at 7.94 µM. O75884. hit rate 0.2% among 220,000;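 active = inhibition above the campaign mean of all tested compounds plus 3 SD, cut at about 14% in these data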;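 note: plate controls were DMSO wells with RBBP9 for no effect and wells lacking RBBP9 protein for full effect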
# Target sequence (O75884 whole entry, looked up): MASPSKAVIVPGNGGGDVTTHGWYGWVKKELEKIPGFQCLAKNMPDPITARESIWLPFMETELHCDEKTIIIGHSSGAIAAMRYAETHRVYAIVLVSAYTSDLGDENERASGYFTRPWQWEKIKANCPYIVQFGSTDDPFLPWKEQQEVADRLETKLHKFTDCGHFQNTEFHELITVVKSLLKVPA
#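 Test system: recombinant human RBBP9. Quantity: 2.5 µM RBBP9 dispensing solution, before mixing. Detection: FP readout at 525/598 nm. Reagent: Serine-hydrolase probe FP-Rh, 375 nM pre-mixing. Measure: % inhibition. Control set: DMSO-treated enzyme wells and wells lacking RBBP9. Buffer or medium: Tris-NaCl-Pluronic buffer, pH 8.0. Times: preincubation 30 min plus labeling 45 min at 25 °C.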
# BaF3 tox = reduces parental Ba/F3 cell viability, JAK2V617F counter-screen; hit rate 1.1% among 220,000; AID 1486; CellTiter-Glo ATP luminescence; inhibition, % at 5.6 µM;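 active = inhibition above a per-campaign cutoff, the mean inhibition of all tested compounds plus 3 SD, cut at about 27% in these data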;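 note: 0% = DMSO wells and 100% = JAK Inhibitor I control wells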
# Ba/F3 V617F tox = lowers viability of Ba/F3 cells expressing EpoR and JAK2V617F | ATP luminescence | hit rate 1.1% among 220,000 | AID 1446 | inhibition, % at 5.6 µM;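 active = inhibition above the campaign mean plus 3 SD over all tested compounds, cut at about 24% in these data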;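 note: cytokine-independent growth of Ba/F3 cells driven by EpoR plus mutant JAK2; 0% = DMSO-treated cells and 100% = JAK inhibitor I control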
# TNF death inh = blocks TNF-alpha induced death of Jurkat FADD-/- cells; activation (protection from cell death), % at 10 µM; hit rate 0.068% among 220,000; AID 463075; Jurkat FADD-/- TNF necroptosis rescue, ATP luminescence, 24 h; 0 = TNF only, 100 = no-TNF cells;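 active = activation, meaning protection from cell death, of at least 50% relative to plate controls; inactive = activation below 50%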;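 note: necroptosis triggered by 40 ng/mL TNF-alpha added together with compound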
# Wee1 stabilizer = blocks degradation of human Wee1 kinase; P30291; HeLa Luc-Wee1K328M stability, luciferase luminescence; 100% = proteasome inhibitor MG132 effect; reporter increase, % at 5 µM; hit rate 1.2% among 220,000; AID 1321;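 active = activation above the mean of all tested compounds plus 3 SD, set per screening run, cut at about 8.8% in these data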;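 note: cells exposed to compound for 20 h before luminescence read; 0% = DMSO alone and 100% = MG132 at 30 µM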
# TRPML3 ag = activates the human TRPML3 channel; AID 1448; activation, % at 3 µM; hit rate 0.29% among 220,000; HEK293 TRPML3-YFP, Fluo-8 calcium fluorescence; 100% = the carbachol control signal; Q8TDD5;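 active = activation above its plate's cutoff, the mean activation of the plate's test wells plus 3 SD, cut at about 12% in these data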;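 note: 0% = DMSO only wells and 100% = carbachol wells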
# Target sequence (Q8TDD5 whole entry, looked up): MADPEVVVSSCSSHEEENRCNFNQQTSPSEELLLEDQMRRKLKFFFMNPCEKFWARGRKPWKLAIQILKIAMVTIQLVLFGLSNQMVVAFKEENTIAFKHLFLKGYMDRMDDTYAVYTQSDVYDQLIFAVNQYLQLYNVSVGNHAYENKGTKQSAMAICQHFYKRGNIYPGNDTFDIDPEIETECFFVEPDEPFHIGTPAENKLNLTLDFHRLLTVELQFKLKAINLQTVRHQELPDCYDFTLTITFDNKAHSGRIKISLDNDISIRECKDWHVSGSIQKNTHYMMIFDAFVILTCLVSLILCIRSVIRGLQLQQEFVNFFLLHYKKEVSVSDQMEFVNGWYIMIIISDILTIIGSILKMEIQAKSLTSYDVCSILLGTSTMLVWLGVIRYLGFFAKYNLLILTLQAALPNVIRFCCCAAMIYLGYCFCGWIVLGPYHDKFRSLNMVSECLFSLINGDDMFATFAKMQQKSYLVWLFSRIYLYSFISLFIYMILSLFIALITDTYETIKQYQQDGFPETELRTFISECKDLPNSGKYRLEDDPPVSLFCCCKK
#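 Test system: TRPML3-YFP stable HEK293 cells. Doses: single point at 3 µM. Incubation: dye loading 1 h 37 °C then 30 min ambient, 125 s read. Signal: Fluo-8 calcium dye fluorescence, ex 470-495, em 515-575 nm. Measure: percent activation from peak-to-basal fluorescence ratio, scaled between DMSO and carbachol.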
# * = called active by the depositor; [ ] = remark or other dose.
1. Cc1nc(=O)c(-c2ccccc2)c(C)n1-c1cccc(C(=O)O)c1
2. CN(Cc1cc2ccccc2[nH]c1=O)S(=O)(=O)c1ccccc1
3. Cc1nn(Cc2cccc(C(=O)NC(C)c3ccc(C(C)(C)C)cc3)c2)c(C)c1[N+](=O)[O-] (stereo not given)
4. O=c1c(Cc2ccc(F)cc2)c(O)ccn1C1CCCCC1
5. Nn1c(SC/C=C/c2ccccc2)nnc1-c1cccnc1
6. CC(C)CNC(=O)c1ccc(COc2ccc(Cl)cc2Cl)o1
7. O=C(COC(=O)COc1ccccc1[N+](=O)[O-])Nc1ccc(S(=O)(=O)N2CCCCC2)cc1
8. O=C(N/N=C/c1cccs1)[C@H]1C[C@@H]1c1ccccc1
Screen / compound no.	1	2	3	4	5	6	7	8
CHOP inhibitor	25	18	10	-2	11	22	2	-11
PPC-1+TRAIL kill	0	0	11	26	-9	27	22	6
TRPN1 ag	0.6	0.3	0.0	0.0	0.3	-2.0	0.6	-0.2
RBBP9 inh	4	4	-8	-11	-8	-9	8	-2
BaF3 tox	0	-3	1	-1	5	4	5	2
Ba/F3 V617F tox	-2	6	-3	2	3	1	0	-1
TNF death inh	-1.0	-1.3	1.3	-0.6	0.0	-0.3	0.6	2.6
Wee1 stabilizer	-1	7	-1	-2	-2	-1	1	-3
TRPML3 ag	1.0	0.5	0.2	0.3	0.5	-0.3	1.1	0.5

9. COc1ccc(C)cc1NC(=O)CSc1ccc(-c2cccnc2)nn1
10. COc1ccccc1NC(=O)/C(=C/c1cccs1)NC(=O)c1ccco1
11. CCCCOc1ccc(NC(=O)CSc2cccc3cccnc23)cc1
12. CCOc1ccc2[nH]c(=O)c(C(c3nnnn3CCOC)N3CCOCC3)cc2c1 (stereo not given)
13. CCCN(CCC)c1nc(N)nc(-c2cc(Cl)ccc2OC)n1
14. CCOc1ccc(S(=O)(=O)NCc2ccc(C)cc2)c2cccnc12
15. O=C(Cc1sc(Nc2ccccc2)nc1-c1ccccc1)NCc1ccccn1
16. COc1ccc(CNC(=O)C2CCCN2C(=O)NC2CCCCC2)cc1 (stereo not given)
Screen / compound no.	9	10	11	12	13	14	15	16
CHOP inhibitor	20	2	56	-18	34	-2	-26	3
PPC-1+TRAIL kill	3	10	7	-1	4	2	8	13
TRPN1 ag	0.2	-1.1	-0.4	1.5	-1.3	0.4	0.8	0.5
RBBP9 inh	-2	-5	-6	15*	-4	-7	-2	-4
BaF3 tox	9	-1	1	-2	8	1	7	5
Ba/F3 V617F tox	2	-2	-4	0	0	-1	1	-1
TNF death inh	-0.9	5.2	2.7	1.7	-5.7	1.7	-0.3	1.7
Wee1 stabilizer	7	-5	2	2	-2	6	9.1*	-2
TRPML3 ag	0.9	0.7	0.0	0.3	0.7	0.2	0.7	0.2

17. CCOc1cc(/C=N/Nc2ccccc2Cl)ccc1OCC(=O)O
18. O=C(CSc1ncn[nH]1)NCc1ccc2c(c1)OCO2
19. Cc1ccc(Oc2ccc(NC(=O)CCC(=O)OCC(=O)c3cccs3)cc2)cc1C
20. CC12CC(O)C3c4ccc(O)cc4CCC3C1CCC2=O (stereo not given)
21. COc1ccc(OCC(=O)Nc2ccc3oc(-c4ccncc4)nc3c2)cc1
22. CC(C)CC(=O)NC(c1ccccc1Cl)c1c(O)ccc2ccccc12 (stereo not given)
23. Nc1c(-c2ccccc2)cnc2cc(-c3ccccc3)nn12
24. CC(C)N(C(=S)NC1CC2CCC1C2)c1ccccc1 (stereo not given)
Screen / compound no.	17	18	19	20	21	22	23	24
CHOP inhibitor	-14	-2	-13	7	0	39	20	40
PPC-1+TRAIL kill	21	4	18	-9	4	8	53*[5 µM]	22
TRPN1 ag	0.7	0.6	1.4	1.4	3.5	-2.2	-0.1	1.3
RBBP9 inh	9	-1	-13	-5	-5	3	-8	-6
BaF3 tox	2	2	6	4	5	7	2	8
Ba/F3 V617F tox	-3	1	3	-2	-1	2	0	1
TNF death inh	2.5	1.3	-5.2	-0.1	-2.1	1.9	1.7	-0.3
Wee1 stabilizer	2	3	4	-3	0	21*	0	-4
TRPML3 ag	0.1	0.1	-0.3	1.1	1.1	-0.8	0.2	1.2

25. Cc1ccccc1CN1CCN(CC2CC3C=CC2C3)CC1 (stereo not given)
26. Cc1ccc(C)c(N2CCN(C(=O)c3ccc(CSc4nc5ccncc5[nH]4)cc3)CC2)c1
27. Cc1cnc(CN2CCCC(C(=O)c3ccc4c5c(cccc35)CC4)C2)[nH]1 (stereo not given)
28. Cc1cccc(NC(=S)NCCC(C)C)c1
29. COc1ccc(NS(=O)(=O)c2cc(NC(=O)C3CC3)ccc2N2CCOCC2)cc1
30. O=S(=O)(/N=C(/Nc1cccc2ccccc12)c1ccccc1)c1cccs1
31. COc1ccccc1-c1nnc(SCC(=O)N2CCOCC2)n1-c1ccccc1
32. O=C(CSc1nc2ccccc2c(=O)n1Cc1ccco1)N1CCN(c2ccccc2)CC1
Screen / compound no.	25	26	27	28	29	30	31	32
CHOP inhibitor	11	72*	55	-19	12	-8	9	65
PPC-1+TRAIL kill	8	12	14	35	-5	12	12	-1
TRPN1 ag	-0.4	1.4	0.7	0.7	-1.3	-2.7	-0.3	-0.4
RBBP9 inh	-7	-4	-2	-9	-2	-6	-6	-11
BaF3 tox	2	2	7	6	2	-1	1	5
Ba/F3 V617F tox	-3	-1	4	-2	0	-2	-3	-3
TNF death inh	1.9	-6.8	3.3	-10	0.4	-5.0	-0.7	0.2
Wee1 stabilizer	-2	7	1	0	-1	0	-2	-1
TRPML3 ag	1.5	-0.4	0.5	-0.1	0.8	-1.0	-0.3	-0.2

33. O=c1cnnc(Nc2ccc(F)cc2)[nH]1
34. CN(C)c1ccc(NC(=O)C2CCCN(S(=O)(=O)c3ccccc3)C2)cc1 (stereo not given)
35. COCCNC(=O)CSc1nc2ccc(N3CCOCC3)cc2c(=O)n1Cc1ccc(OC)cc1
36. N#CCCSCc1ccc2oc(C(=O)O)cc2c1
37. Cc1noc(C)c1C(=O)N1CCN(c2ncccn2)CC1
38. COc1ccc(/C=N/NC(=O)CNC(=O)c2ccc3c(c2)OCCO3)cc1OC
39. Brc1ccc(/C=N/Nc2ccc3ccccc3n2)cc1
40. COc1ccccc1Nc1nc(C2(C)CCC(=O)O2)cs1 (stereo not given)
Screen / compound no.	33	34	35	36	37	38	39	40
CHOP inhibitor	4	19	-4	34	10	23	57	44
PPC-1+TRAIL kill	11	28	16	13	-4	7	23	1
TRPN1 ag	0.0	-0.1	1.3	2.4	0.7	-0.9	0.2	0.1
RBBP9 inh	-5	-3	4	-2	-2	-3	-2	-5
BaF3 tox	4	0	6	2	6	4	4	6
Ba/F3 V617F tox	-3	-1	-1	-2	2	-2	-2	1
TNF death inh	0.5	1.1	-1.5	0.4	-1.7	1.6	-1.5	-0.5
Wee1 stabilizer	1	1	-3	2	0	3	0	-1
TRPML3 ag	0.7	1.9	-0.1	1.1	1.3	0.4	0.3	-0.2

# Fetched by compound from the list above (four):
40. COc1ccccc1Nc1nc(C2(C)CCC(=O)O2)cs1 (stereo not given)
35. COCCNC(=O)CSc1nc2ccc(N3CCOCC3)cc2c(=O)n1Cc1ccc(OC)cc1
39. Brc1ccc(/C=N/Nc2ccc3ccccc3n2)cc1
37. Cc1noc(C)c1C(=O)N1CCN(c2ncccn2)CC1
Screen / compound no.	40	35	39	37
CHOP inhibitor	44	-4	57	10
PPC-1+TRAIL kill	1	16	23	-4
TRPN1 ag	0.1	1.3	0.2	0.7
RBBP9 inh	-5	4	-2	-2
BaF3 tox	6	6	4	6
Ba/F3 V617F tox	1	-1	-2	2
TNF death inh	-0.5	-1.5	-1.5	-1.7
Wee1 stabilizer	-1	-3	0	0
TRPML3 ag	-0.2	-0.1	0.3	1.3

# Additional results.
41. O=[N+]([O-])c1ccc(/C=N/Nc2nc(-c3ccccc3)c3cc(Br)ccc3n2)o1
42. Cc1cc(C)cc(N2CC(c3nc4ccccc4n3C)CC2=O)c1 (stereo not given)
43. Cc1ccc(C=C2C(=O)c3ccccc3C2=O)s1
44. CCCC(=O)Nc1cc(OCC)c(NC(=O)NC2CCCCC2)cc1OCC
45. Cc1cc(C)c(NC(=O)C2CSCCS2)c(C)c1 (stereo not given)
46. NC(CO)(CO)COCc1ccccc1
47. Cc1cc(C)c(C(=O)CSc2nnc(-c3ccccc3Br)o2)cc1C
48. O=C(Nc1ccsc1C(=O)N1CCCC1)c1ccccc1
Screen / compound no.	41	42	43	44	45	46	47	48
CHOP inhibitor	82*	36	53	53	2	-6	3	1
PPC-1+TRAIL kill	19	5	-1	4	-4	-2	18	28
TRPN1 ag	0.0	2.6	-1.0	-0.5	-1.3	-0.1	-0.4	0.1
RBBP9 inh	10	-5	-17	-1	4	-3	0	-6
BaF3 tox	4	14	1	4	1	7	9	4
Ba/F3 V617F tox	0	5	-4	-2	-1	2	6	2
TNF death inh	-1.3	2.0	-5.3	-2.6	-0.9	-0.4	-1.7	1.5
Wee1 stabilizer	-2	0	-2	2	-4	1	0	-1
TRPML3 ag	0.5	1.1	0.9	0.3	-0.7	1.1	0.4	0.3

49. CC(=O)Nc1ccc(Oc2ccc3nc(C)[nH]c3c2)cc1
50. FC(F)(F)c1cc(-c2ccccc2)nc(-n2cncn2)n1
51. OCC1CCCC(n2cnc3c(=S)nc[nH]c32)O1 (stereo not given)
52. CCSc1nc2ccccc2n1C(=O)Oc1ccccc1
53. COc1ccc(/C=N/NC(=O)Nc2cccc3nsnc23)cc1OC
54. CCN(CC)CCn1c(=S)[nH]c2ccccc2c1=O
55. CCC(=O)N/C(N)=N/c1nc(C)c2cc(C)c(C)cc2n1
56. CC(CN1CCOCC1)(NS(=O)(=O)c1ccccc1)c1ccccc1 (stereo not given)
57. Cc1ccccc1-c1ncc(CN2CCN(C3CCCC3)C(CCO)C2)cn1 (stereo not given)
58. CC(Oc1ccc(Cl)cc1Cl)C(=O)OCn1nnc2ccccc2c1=O (stereo not given)
Screen / compound no.	49	50	51	52	53	54	55	56	57	58
CHOP inhibitor	20	6	3	31	83*	-4	4	-8	11	38
PPC-1+TRAIL kill	-4	-11	-2	1	14	17	6	14	12	4
TRPN1 ag	-0.3	0.1	0.1	-1.5	-0.3	1.0	-1.1	0.8	1.4	-0.9
RBBP9 inh	4	3	-1	3	-4	-2	-10	-12	2	2
BaF3 tox	2	0	22	-1	5	1	53*	2	8	0
Ba/F3 V617F tox	-2	1	24*	0	-3	-1	38*	-1	-1	-7
TNF death inh	0.2	-0.5	1.4	-2.0	3.8	-1.4	-12	-1.0	0.7	0.3
Wee1 stabilizer	0	3	4	-1	0	-2	5	-3	-2	-1
TRPML3 ag	0.7	0.1	0.8	0.3	0.3	0.0	0.6	-0.4	1.4	1.2
